# H9c2 TAG inh: triacylglycerol accumulation inhibition. actives 0.66% (n = 230,000). inhibition, % at 12.5 µM. AID 651582. H9c2 cells, Nile Red lipid (TAG) fluorescence; cells loaded with 200 µM oleic acid;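 active = pattern-corrected inhibition of lipid staining of at least 50% with the nuclear-stain viability signal not falling by more than 50%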;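 note: 0% = DMSO wells and 100% = triacsin C control wells; some results filed as inactive read as strong as hits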
# H9c2 TAG inh DAPI viability: second read-out of H9c2 TAG inh, no call of its own (marks repeat the call); DAPI nuclei signal change (viability), lower = more cytotoxic, %;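 whole-well DAPI fluorescence read on a plate reader as a viability signal; minus 50 percent equals half of cells still viable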
# * hit, by the source's call; & = joins results of further samples.
SMILES,H9c2 TAG inh,H9c2 TAG inh DAPI viability
CC1=C(C(=O)N2CCOCC2)CC(CC(=O)NCC2CCCCC2)C(=O)N1Cc1ccc(F)cc1 (stereo not given),8,3
CCC(CO)Oc1cc(NC(=O)c2ccc(N)cc2)c2ncn(C(C)C)c2c1 (stereo not given),-4,4
CCCNC(=O)COC(=O)c1ccc(Cl)c(S(=O)(=O)N2CCCC2)c1,-8,5
COc1ccc(NC(=O)c2ccc(S(=O)(=O)N(C)C)cc2)cc1OC,-15,12
Cc1ccc(S(=O)(=O)NCCC(=O)Nc2nnc(C3CC3)s2)cc1C,-6,16
CCN(CC(=O)Nc1ccccc1C(F)(F)F)C(=O)c1ccc2[nH]c3c(c2c1)CC(C)CC3 (stereo not given),6,2
Cc1ccc(C)n1-c1cccc(C(=O)Nc2ccccc2)c1,-5,9
CC(=O)NC(=S)NNC(=O)COc1ccc([N+](=O)[O-])cc1,-5,2
COc1ccc(NC(=S)Nc2ccc(S(N)(=O)=O)cc2)c(C)c1,5,-14
OC(c1cccc(Cl)c1)c1nc(/C=C/c2ccccc2)cs1 (stereo not given),-32,-10
CCN(CC)CC#CCOC(=O)C(O)(c1ccccc1)C1CCCCC1 (stereo not given),-7,1
C=CCSc1nn2c(=O)c3ccccc3nc2s1,1,7
COc1ccc2cc(/C(C)=N/NC(=O)C3CC3)ccc2c1,5,-3
Cc1onc(-c2ccccc2Cl)c1C(=O)Nc1nnc(-c2ccc(Br)cc2)s1,4,1
COc1ccc(Cn2c(O)c(/C=N/NC(=O)c3cccnc3)c3ccccc3c2=O)cc1,4,-8
COc1ccc(-c2csc(N3CCN(c4cc(C)nc5ccccc45)CC3)n2)cc1OC,27,9
O=C(COc1cccnc1[N+](=O)[O-])Nc1ccc(F)cc1,-8,2
COC(=O)c1cccc(NC(=O)CSc2nc(O)c(-c3ccccc3)c(=O)[nH]2)c1,13,-6
Cc1ccc(SC[C@H](Cc2ccccc2)N2CCN(C)CCC2=O)cc1,13,6
CN(C)S(=O)(=O)c1ccc(C(=O)Nc2cccc(C(=O)O)c2)cc1,-6,-2
O=C(Nc1cccc(Cl)c1)c1csc(COCCO)n1,45,-51
CC(C)Cc1csc(NC(=O)c2ccc(Br)cc2)c1C(=O)O,0,3
Cc1ccc(-c2n[nH]c(=S)n2C)cc1,2,-1
CC(=O)Nc1ccc(-c2csc(NC=C3C(=O)OC(C)(C)OC3=O)n2)cc1,5,-1
N#C/C(=N\Nc1ccc(Cl)c(Cl)c1)C(=O)C1CC1,-13,17

# Structural class: those above with a COOH group (two)
SMILES,H9c2 TAG inh,H9c2 TAG inh DAPI viability
CN(C)S(=O)(=O)c1ccc(C(=O)Nc2cccc(C(=O)O)c2)cc1,-6,-2
CC(C)Cc1csc(NC(=O)c2ccc(Br)cc2)c1C(=O)O,0,3

# (further entries)
SMILES,H9c2 TAG inh,H9c2 TAG inh DAPI viability
O=C(CCNC(=O)c1ccc([N+](=O)[O-])cc1)Nc1nccs1,14,-14
O=C(Nc1ccc(Br)cc1Cl)Nn1cnnc1,4,12
Cc1ccc(O)c(-c2cc(-c3cccc(Br)c3)n[nH]2)c1,10,-3
Cc1cc(C(=O)OCn2nnc3ccccc3c2=O)c(C)n1-c1ccccc1,-25,2
C/C(=N\NC(=O)c1ccc(Cl)c(Cl)c1)c1cccc(NC(=O)C(C)C)c1,-10,-1
COc1ccc(COC(=O)CN2C(=O)NC3(CCCC3)C2=O)cc1F,4,3
COc1ccc(CCNC(=O)CCS(=O)(=O)c2ccc3nc(C)sc3c2)cc1OC,-7,-6
O=C(Nc1nncs1)C1CCCC1,5,-2
O=C(OCC(=O)N1N=C(c2ccc(Cl)cc2)CC1c1ccco1)c1ccccc1O (stereo not given),2,-2
CCCS(=O)(=O)NC(=O)C1(C)CCN(C(=O)c2c(F)cccc2F)C1 (stereo not given),-2,0
CC(=O)N1[C@H](Cc2ccccc2)C=C[C@]1(C)C(=O)NCCc1c[nH]c2ccccc12,-7,-5
CNCC[C@@H](Oc1ccc(C(F)(F)F)cc1)c1ccccc1,33,-1
C[C@H](CO)N1C[C@H](C)[C@@H](CN(C)C(=O)Nc2ccc(C(F)(F)F)cc2)Oc2ccc(NS(=O)(=O)c3ccc(F)cc3)cc2C1=O,-9,-4
O=C(CSc1ccc(Br)cc1)NC1CCS(=O)(=O)C1 (stereo not given),14,-16
C=CCn1c(C)nnc1SCC(=O)Nc1nccs1,7,6
Cc1cc(OC(=O)CNC(=O)OC(C)(C)C)c2c(C)cc(=O)oc2c1,-6,-9
O=c1[nH]c(-c2ccccc2)nnc1-c1ccccc1,-1,-2
CNC(=O)C[C@@H]1C(=O)N(C2CCCCC2)CC1(C)C,-8,-4
COc1ccccc1N1CCN(C(=O)CSc2nnc(NC(=O)C3CCC3)s2)CC1,11,2
Cc1onc(-c2c(Cl)cccc2Cl)c1C(=O)NCCc1ccncc1,4,7
COc1cccc(Nc2nc(C(N)Cc3ccc(F)cc3)cs2)n1 (stereo not given),20,3
O=C(OCC(=O)N(Cc1ccccc1)Cc1ccccc1)c1cccc(O)c1,2,-10
Nc1nc(C2CCCN2S(=O)(=O)c2ccc(Cl)cc2)cs1 (stereo not given),-27,0
CCc1ccc(/C(C)=N\Nc2ccc([N+](=O)[O-])cc2)cc1,-35,-16
COc1ccc(OC)c(S(=O)(=O)NCC(=O)NC2CCCCCC2)c1,-7,5

# (next part)
SMILES,H9c2 TAG inh,H9c2 TAG inh DAPI viability
CCN(CC(=O)Nc1ccc2c(c1)OCCO2)C(=O)c1ccc(Cl)cc1Cl,-13,2
CCN(CC(=O)Nc1c(Cl)cccc1Cl)C(=O)C1CCN(c2ncnc3sc(C)c(C)c23)CC1,-1,3
CN(c1ccccc1)S(=O)(=O)c1cccc(C(=O)Nc2nccs2)c1,-10,13
Cc1cccn2c(=O)c(/C=C3\SC(=S)NC3=O)c(NCCCN3CCOCC3)nc12,-30,-7
S=C(NCCc1ccccc1)N1CCc2ccccc2C1,-15,3
COc1ccc2oc(C(=O)OCC(=O)NCCc3ccc(S(N)(=O)=O)cc3)c(C)c2c1,14,3
C/C=C/c1ccc(OCCOCCOc2cccc3cccnc23)c(OC)c1,-23,13
CCCNC(=O)C1(C)CCN(C(=O)c2c(Cl)cccc2Cl)C1 (stereo not given),3,6
Cc1nnc(SCC(=O)NCc2ccco2)n1Cc1ccccc1,17,-11
O=C1NC(c2ccco2)Nc2ccccc21 (stereo not given),6,2
CC1NC(=O)N(C)[C@@H]2NC(=O)N(C)C(c3ccc([N+](=O)[O-])cc3)[C@@H]12 (stereo not given in full),3,2
COCCN(CC(=O)Nc1cccc(C)c1C)C(=O)Cn1cnc2ccccc2c1=O,0,4
COc1ccc(-c2n[nH]c(=S)n2-c2ccccc2C)cc1,-7,-1
Cc1ccc(C2=NN(C(=O)CN3CCN(C4CCS(=O)(=O)C4)CC3)C(c3ccco3)C2)cc1 (stereo not given),-1,-14
CCN(CC)S(=O)(=O)c1cccc(-c2csc(C)n2)c1,3,-5
COc1cccc(N(C(=O)c2ccn[nH]2)C2(C(=O)Nc3c(C)cccc3C)CCCCC2)c1,-6,-8
O=C(NCc1nc2ccccc2[nH]1)c1ccc(S(=O)(=O)N2CCCC2)cc1,-8,9
Cc1cc(-c2ccc([N+](=O)[O-])cc2)cc(C)n1,7,-2
CCCCn1c(N)c(N(Cc2ccccc2OC)C(=O)COc2ccccc2OC)c(=O)[nH]c1=O,19,-7
O=[N+]([O-])c1ccc(/C=C/c2ccc3ccccc3n2)cc1,14,-28
N#Cc1c(N)nc(SCC(=O)NCc2ccc3c(c2)OCO3)c(C#N)c1-c1cccs1,1,3
CCN1CC(=O)Nc2cc(S(=O)(=O)N3CCOCC3)ccc21,-22,-4
COc1ccc(-c2nnc(SCC(=O)NC3CCCc4ccccc43)n2N)cc1 (stereo not given),22,-8
COc1cc(NC(=O)CSc2ccc(-c3ccccn3)nn2)cc(OC)c1,-10,-9
COc1ccc(CNc2nc3ccccc3n2C(C)C)cc1,-23,-6

# Next results.
SMILES,H9c2 TAG inh,H9c2 TAG inh DAPI viability
CC(N=C1NC(C)(C)Cc2ccccc21)C(=O)O (stereo not given),2,12
COc1ccccc1N1CCN(/N=C/C=C\c2ccccc2[N+](=O)[O-])CC1,3,-14
CCOC(=O)CC[C@H](NC(=O)Cn1cnc2c(SC)nc(N)nc21)C(=O)OCC,6,-12
Cc1nc(Nc2ccc(Br)cc2Br)c([N+](=O)[O-])c(=O)[nH]1,-5,-2
CCCCNCc1ccc(OCc2ccc(Cl)nc2)c(OC)c1,5,5
CC(=O)Nc1ccc(/C=C2/Sc3ccccc3C2=O)cc1,0,2
CCNS(=O)(=O)c1ccc(C)c(-n2cnnn2)c1C,5,11
COCCn1c(C)cc(C(=O)CSc2nnnn2C2CCCC2)c1C,3,3
COc1ccc2c(C(=O)CCl)c[nH]c2c1,-7,7
COc1cc2ccccc2cc1C(=O)Nc1ccccc1N1CCCC1,-35,-3
CC(C)(C)NC(=O)c1cccnc1Sc1ccccc1,-17,-10
O=S(=O)(/C=C/c1ccccc1)c1ccccc1,5,-19
COc1ccc(CN(Cc2ccc(C(=O)O)cc2)C(=S)Nc2cccc(C)c2)cc1OC,12,-7
Cc1ccc(C(=O)N(c2ccccc2)C2CC(C)N(C(=O)c3ccco3)c3ccccc32)cc1 (stereo not given),-7,-4
CC1=C(C(=O)Nc2ccc(C)cc2)C(c2ccc(C)o2)C2=C(CC(C)(C)CC2=O)N1 (stereo not given),7,1
O=c1[nH]c2cc3c(cc2cc1CN(Cc1cccs1)Cc1nnnn1Cc1ccco1)OCCO3,3,-12
Clc1ccccc1CN(Cc1ccco1)Cc1nnnn1C1CCCC1,-6,3
Cc1ccc(Oc2ncccc2/C=N/OCc2ccc(Cl)c(Cl)c2)cc1,-25,-7
O=C(Cc1ccc(Br)cc1)NC1CCCCC1,-10,-8
C=CCn1c(N)c(C(=O)OCC)sc1=S,1,-4
Cc1sc2nc(-c3cccnc3)[nH]c(=O)c2c1-c1ccccc1,4,-8
O=C(CN1CCCCC1)Nc1scc2c1c(=O)oc1ccccc12,-4,2
CC(C)C[C@@H](CN1CCCC1CN1C(=S)NC[C@@H]1Cc1ccc(O)cc1)N1C[C@H](Cc2ccc(O)cc2)N(CC2CCCCC2)C1=S (stereo not given in full),130,-76
CSc1ccc(CN2CCC2(C)C(=O)Nc2cccc(Oc3ccccc3)c2)cc1 (stereo not given),-15,10
O=C(c1ccc2c3c(cccc13)CC2)C1CCCN(Cc2ccncc2)C1 (stereo not given),-27,21

# (list continues)
SMILES,H9c2 TAG inh,H9c2 TAG inh DAPI viability
Cc1ccc(Oc2cc(C)nc(-c3ccccc3O)n2)cc1,-27,0
COc1ccccc1NC(=O)CN1CCN(c2ccc(Cl)cc2)CC1,-9,6
CC(=O)Oc1ccccc1N(C(C)=O)S(=O)(=O)c1cccc([N+](=O)[O-])c1,6,-14
N#Cc1ccc2c(c1)nc1ccccn12,7,-1
N#CCCCCn1ccc(NC(=O)c2ccc(Cl)cc2O)n1,2,-4
COC(=O)c1cc(C(=O)N2CCN(c3cccc(C)c3C)CC2)cc([N+](=O)[O-])c1,8,-24
CN(C)CCCN(C(=O)CCOc1ccccc1)c1nc2ccc(F)cc2s1,24,-11
Cc1ccc2nc3c(c(Nc4ccccc4)c2c1)CCC3,0,1
CN1C(=O)C(C)(C)c2cc(S(=O)(=O)N3CCCC3C(=O)NCc3ccc(F)cc3)ccc21 (stereo not given),10,5
COc1ccc(C(=O)c2c(C(F)(F)F)oc3c2C(=O)c2ccccc2C3=O)cc1OC,135,-68
CCOC(=O)N1C2C=CC(C2)N1C(=O)OCC,-22,3
Cc1nn(C)cc1CNC(=O)Nc1ccc(Cl)c(Cl)c1,16,-15
COc1cc(/C=C2/C(=O)NN(c3ccc(F)cc3)C2=O)cc([N+](=O)[O-])c1O,-6,2
CC(C)CC(=O)C(=O)O,-2&16,6&7
Cc1ccccc1NC(=O)CCSc1nnnn1-c1ccccc1,-12,-13

# Molecules listed so far containing a nitro group on carbon (twelve):
SMILES,H9c2 TAG inh,H9c2 TAG inh DAPI viability
CC(=O)NC(=S)NNC(=O)COc1ccc([N+](=O)[O-])cc1,-5,2
O=C(COc1cccnc1[N+](=O)[O-])Nc1ccc(F)cc1,-8,2
O=C(CCNC(=O)c1ccc([N+](=O)[O-])cc1)Nc1nccs1,14,-14
CCc1ccc(/C(C)=N\Nc2ccc([N+](=O)[O-])cc2)cc1,-35,-16
CC1NC(=O)N(C)[C@@H]2NC(=O)N(C)C(c3ccc([N+](=O)[O-])cc3)[C@@H]12 (stereo not given in full),3,2
Cc1cc(-c2ccc([N+](=O)[O-])cc2)cc(C)n1,7,-2
O=[N+]([O-])c1ccc(/C=C/c2ccc3ccccc3n2)cc1,14,-28
COc1ccccc1N1CCN(/N=C/C=C\c2ccccc2[N+](=O)[O-])CC1,3,-14
Cc1nc(Nc2ccc(Br)cc2Br)c([N+](=O)[O-])c(=O)[nH]1,-5,-2
CC(=O)Oc1ccccc1N(C(C)=O)S(=O)(=O)c1cccc([N+](=O)[O-])c1,6,-14
COC(=O)c1cc(C(=O)N2CCN(c3cccc(C)c3C)CC2)cc([N+](=O)[O-])c1,8,-24
COc1cc(/C=C2/C(=O)NN(c3ccc(F)cc3)C2=O)cc([N+](=O)[O-])c1O,-6,2

# Profiles, quoted from the list.
# Record of Cc1nn(C)cc1CNC(=O)Nc1ccc(Cl)c(Cl)c1 → H9c2 TAG inh: 16; H9c2 TAG inh DAPI viability: -15
# Record of Cc1ccc(Oc2cc(C)nc(-c3ccccc3O)n2)cc1 → H9c2 TAG inh: -27; H9c2 TAG inh DAPI viability: 0

# Screening data (PubChem BioAssay)

# An excerpt; the hit share may differ from the screen's.
